Source: PubChem (National Center for Advancing Translational Sciences (NCATS))
PTHR1 agonist: qHTS for PTHR1 Agonists: Primary Screen; Parathyroid hormone/parathyroid hormone-related peptide receptor (Homo sapiens), Q03431; HEK293 GP2 PTHR1 cells, GloSensor cAMP luminescence, 1 h; Potency, µM (series often up to 115 µM), inactives show top-dose activation, hits mostly activators; actives 0.075% (n = 410,000); AID 743266, 2014; note: nearly all actives have a fitted effect of over 55% in size; some results filed as inactive show a strong effect at the top dose; inactives centre near -15; many of its hits are not listed in these tables
Target sequence (Q03431 whole entry, looked up): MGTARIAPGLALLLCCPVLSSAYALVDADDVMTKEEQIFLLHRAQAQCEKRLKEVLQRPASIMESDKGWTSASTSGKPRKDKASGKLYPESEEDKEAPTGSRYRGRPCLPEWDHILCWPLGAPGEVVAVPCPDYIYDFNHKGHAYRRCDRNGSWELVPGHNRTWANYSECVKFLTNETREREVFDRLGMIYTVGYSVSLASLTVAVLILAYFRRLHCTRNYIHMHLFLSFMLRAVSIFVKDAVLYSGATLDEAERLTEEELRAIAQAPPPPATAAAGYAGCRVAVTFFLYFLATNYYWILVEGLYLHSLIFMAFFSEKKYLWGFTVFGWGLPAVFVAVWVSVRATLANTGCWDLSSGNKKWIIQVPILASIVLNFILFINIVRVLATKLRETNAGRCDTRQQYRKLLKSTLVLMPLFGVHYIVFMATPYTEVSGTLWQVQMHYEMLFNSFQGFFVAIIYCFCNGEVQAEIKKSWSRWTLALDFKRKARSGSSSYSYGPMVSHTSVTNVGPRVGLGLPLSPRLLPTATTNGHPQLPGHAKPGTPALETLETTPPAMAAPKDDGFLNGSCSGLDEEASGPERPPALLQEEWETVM
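HEK-293-derived GP2 cells expressing PTHR1 and a GloSensor cAMP reporter, 3,000/well, plated overnight, given luciferin plus IBMX (each 0.5 mM as added) for 1 h at 37 °C, then compound for 1 h at 37 °C. Luminescence was read after 15 min at room temperature.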
EPAC2 antag: qHTS for Antagonist of cAMP-regulated guanine nucleotide exchange factor 2 (EPAC2): primary screen | Rap guanine nucleotide exchange factor 4 (Homo sapiens), Q8WZA2 | EPAC2 GEF exchange of Rap1B-BODIPY-GDP, fluorescence | Potency, µM (series often up to 114 µM), inactives show at the top dose activity, negative = inhibition, most hits filed as inhibitors | actives 0.18% (n = 360,000) | AID 720708, 2013; note: % is set by controls: 0 for no effect and ±100 for the full control effect; nearly all actives have a fitted effect of over 45% in size; many of its hits are not listed in these tables
aSyn rescue: qHTS of alpha-syn Inhibitors; Yeast expressing alpha-synuclein, growth rescue, BacTiter-Glo, 24 h; Potency, µM (top dose mostly 46.1 µM), for the others: at the highest dose growth rescue (activation), actives largely listed as activators; actives 0.14% (n = 370,000); AID 652106, 2013; note: % of control where 0% means no effect; nearly all actives have a fitted effect of over 65% in size
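Screening used galactose-induced yeast with toxic alpha-synuclein levels, exposed to compound for 24 hr at 30 deg C. Cell growth, read with BacTiter-Glo luminescence, gave the measured signal.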
EPAC1 agonist: qHTS for Agonist of cAMP-regulated guanine nucleotide exchange factor 3 (EPAC1): primary screen. Rap guanine nucleotide exchange factor 3 (Homo sapiens), O95398. EPAC1 agonist qHTS, biochemical assay; response scale: 100% = response to 6.5 mM cAMP. Potency, µM (titrated, usually from 154 µM), without a hit: at the highest dose activation, most hits filed as activators. actives 0.073% (n = 360,000). AID 720707, 2013; note: nearly all actives have a fitted effect of over 60% in size
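Read-out is the fluorescence drop as BODIPY-GDP leaves Rap1B (480 nm excitation, 540 nm emission), recorded every 5 minutes over 30 minutes. Reactions held 100 nM EPAC1, 250 nM Rap1B–BODIPY-GDP and 50 uM GDP, with 6.5 mM cAMP setting full activation.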
EPAC1 antagonist: qHTS for Antagonist of cAMP-regulated guanine nucleotide exchange factor 3 (EPAC1): primary screen. Potency, µM (highest dose often 115 µM), for inactives: top-dose activity change, negative = inhibition, actives largely listed as inhibitors. Rap guanine nucleotide exchange factor 3 (Homo sapiens), O95398. EPAC1 GEF assay, Rap1b-BODIPY-GDP exchange fluorescence. actives 0.14% (n = 360,000). AID 720709, 2013;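 note: plate controls were vehicle for no effect and positive control for full effect; nearly all actives have a fitted effect of over 50% in size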
FUS yeast rescue: qHTS for Suppressors of FUS Proteinopathy: Primary screen using FUS-linked yeast assay | S. cerevisiae FUS-expressing, growth rescue, OD600, 24 h | actives 0.24% (n = 390,000) | Potency, µM (titrated, usually from 76.6 µM), without a hit: at the highest dose growth rescue (activation), usual class: activators;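 note: plate controls were DMSO vehicle for no effect and reference control for full effect; nearly all actives have a fitted effect of over 55% in size; some results filed as inactive show a strong effect at the top dose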
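FUS-expressing yeast, raffinose-pregrown, induced in 2% galactose minimal medium at OD 0.005; compounds in a dilution series, 24hr at 30C. Growth restoration read as absorbance at 600 nm. CP55940 positive control, DMSO negative.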
EPAC2 agonist: qHTS for Agonist of cAMP-regulated guanine nucleotide exchange factor 4 (EPAC2): primary screen. EPAC2 activation, biochemical qHTS; response scale: 100% = 6.5 mM cAMP response. Potency, µM (top dose mostly 154 µM), without a hit: top-dose activation, hits mostly activators. Rap guanine nucleotide exchange factor 4 (Homo sapiens), Q8WZA2. AID 720711, 2013. actives 0.079% (n = 360,000); note: nearly all actives have a fitted effect of over 50% in size
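Fluorescence exchange assay: 100 nM EPAC2 with 250 nM RAP1B-BODIPY-GDP and 50 uM GDP; compounds tested as a concentration-titration series (qHTS). Loss of Rap1-bound BODIPY-GDP fluorescence read at 480/540 nm; data normalized to 6.5 mM cAMP.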
TDP43 rescue: qHTS of TDP-43 Inhibitors | actives 1.8% (n = 410,000) | TDP-43 expressing yeast growth rescue, BacTiter-Glo, 24 h | Potency, µM (highest dose often 46.1 µM), without a hit: at the top dose growth rescue (activation), hits mostly activators | AID 652104, 2013; note: % of control where 0% means no effect; nearly all actives have a fitted effect of over 50% in size
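Yeast expressing TDP-43 (pregrown in raffinose, seeded at OD600=0.02 in galactose medium) exposed to compounds 24 hr at 30 deg C. Growth read by BacTiter-Glo luminescence; rescue of toxicity appears as increased signal.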
The depositor's hits bear a star; i = inactive; u = inconclusive; x = not tested or not shown; & = joins results of further samples; [ ] = another dose, or the depositor's remark. Calls come from the whole dose curve; as a rule, active = well fitted curve in the direction sought with a large enough effect; inconclusive = small, poorly fitted or top-dose-only effect, or another doubt; inactive = no such curve, though single readings can be large; an effect the other way counts as inactive or inconclusive. Potency is the fitted concentration of half-maximal effect. The list is partial; the hit share may differ from the screen's.

SMILES | PTHR1 agonist | EPAC2 antag | aSyn rescue | EPAC1 agonist | EPAC1 antagonist | FUS yeast rescue | EPAC2 agonist | TDP43 rescue
O=C(NCC(=O)N(c1ccccc1)C(C(=O)NCC1CCCO1)c1ccccc1)c1cccs1 (centres undefined) | i | -7.5% | 1.2% | 8.3% | -6.9% | -19.4% | 4.1% | -1.7%
NC(N)=NC(=O)c1nc(Cl)c(N2CCCCCC2)nc1N | i | 14.8% | -2.6%&18.5%&-16.8% | -16.7% | -12.7% | -23.9% | -7.8% | 19.8%
O=C(CN1CCCN(S(=O)(=O)c2ccc(Br)s2)CC1)Nc1ccc(Cl)cc1 | -46.0%[inhibitor] | -9.5% | 9.0% | 22.4% | -16.4% | 20.0% | 23.6% | -26.4%
COc1cccc(N2CCN(S(=O)(=O)c3ccc4c(c3)NC(=O)CS4)CC2)c1 | -9.5% | 1.2% | -8.6% | 5.7% | -2.4% | -14.0% | 7.9% | -3.5%
Cc1ccc(Cl)cc1NS(=O)(=O)c1ccc2c(c1)NC(=O)CCS2 | -16.4% | x | 6.9% | x | x | 12.5% | x | 21.5%
CCOC(=O)c1sc(C)c2c1NC1(CCCCCC1)NC2=O | i | -15.4% | -1.1% | -3.7% | 2.7% | 2.9% | -10.3% | -3.6%
CCOC(=O)c1c(N)n(-c2ccc(N)cc2)c2nc3ccccc3nc12 | i | 4.8% | 26.1% | 3.4% | 4.9% | 23.5% | 3.1% | 21.1%
COc1ccc(CNc2ncc(-c3cccc([N+](=O)[O-])c3)n2C)c(OC)c1OC | -10.8% | 8.2% | -0.1% | 4.7% | -1.4% | -14.3% | 2.4% | -10.5%
COc1cccc(CN2CCN(c3ncccn3)CC2)c1 | i | 3.2% | 1.8% | -2.0% | 3.7% | 13.8% | -7.3% | -9.2%
Cc1cc(C)nc(NS(=O)(=O)c2ccc(NCN3C(=O)c4ccccc4C3=O)cc2)n1 | i | -26.8% | 1.6% | 12.7% | 0.7% | -24.0% | -3.5% | 15.9%
COc1ccc(NC2CS(=O)(=O)CC2OC(=O)c2ccc(F)cc2)cc1 (centres undefined) | -12.1%[57.5 µM] | 8.0% | 0.6% | 0.6% | 11.0% | 6.8% | 0.9% | -20.9%
Cc1ccc(S(=O)(=O)NCCC(=O)NCc2ccccn2)cc1 | -16.3% | 7.7% | 0.3% | 6.2% | -20.5% | -5.9% | 8.8% | -13.7%
CN(C)c1nc(Oc2ccc(=O)[nH]n2)nc(N2CCOCC2)n1 | -1.1%[57.5 µM] | 25.1µM* | -0.4% | 7.3% | -8.3% | -7.3% | -7.3% | 1.6%
CC(C)NC(=S)N/N=C/c1ccccc1[N+](=O)[O-] | i | -4.4% | 3.3% | -2.6% | 0.0% | -10.8% | 5.2% | 5.5%
CCOC(=O)C(C)/C(C)=N/NC(=O)c1cc2ccccc2cc1O (centres undefined) | -10.5% | 2.1% | -1.4% | 12.5% | -19.7% | 11.9% | -4.9% | 17.6%

The list goes on (three carried over from the part before).
SMILES | PTHR1 agonist | EPAC2 antag | aSyn rescue | EPAC1 agonist | EPAC1 antagonist | FUS yeast rescue | EPAC2 agonist | TDP43 rescue
CN(C)c1nc(Oc2ccc(=O)[nH]n2)nc(N2CCOCC2)n1 | -1.1%[57.5 µM] | 25.1µM* | -0.4% | 7.3% | -8.3% | -7.3% | -7.3% | 1.6%
CC(C)NC(=S)N/N=C/c1ccccc1[N+](=O)[O-] | i | -4.4% | 3.3% | -2.6% | 0.0% | -10.8% | 5.2% | 5.5%
CCOC(=O)C(C)/C(C)=N/NC(=O)c1cc2ccccc2cc1O (centres undefined) | -10.5% | 2.1% | -1.4% | 12.5% | -19.7% | 11.9% | -4.9% | 17.6%
CCOc1ccc(NC(=NCc2ccc3c(c2)OCO3)SC2CC(=O)N(c3ccc(C(=O)O)cc3)C2=O)cc1 (centres undefined) | -24.0% | -14.6% | -3.9% | u | 28.2µM* | 12.2% | 1.4% | 8.9%
COc1ccccc1CNC(=O)COC(=O)c1ccccc1-c1ccccc1 | -24.0% | u | 6.8% | 4.9% | -23.4% | 38.1% | 7.2% | 12.1%
Cn1ncc(C#N)c1/N=C/N1CCOCC1 | -0.3%[57.5 µM] | -3.2% | 0.2% | -2.1% | -7.0% | 18.3% | 0.6% | -3.0%
N#Cc1cn(CC(=O)N2CCc3ccccc3C2)c2ccccc12 | i | -4.3% | 9.7% | 2.2% | -24.5% | 15.3% | 8.8% | 26.9%
CCn1nccc1NC(=O)c1csc([C@@H]2C[C@H](O)[C@@H](CO)O2)n1 | -15.9% | -2.6% | -9.2% | -1.7% | 2.1% | -1.1% | 12.0% | 4.6%
CC1(C)SC(=S)N(NC(=O)Nc2ccccc2)C1N(O)C(=O)Nc1ccccc1 (centres undefined) | -5.4%[57.5 µM] | -11.3% | 4.9% | 1.1% | -8.3% | 19.2% | 9.2% | 0.0%
COc1cc(OC)c(OC)cc1/C=N/NC(=O)CC1C(=O)NN=C1C (centres undefined) | i | -2.5% | 2.8% | 14.8% | -13.8% | 0.7% | -1.7% | 3.5%
O=C(Cn1cc(COc2ccc3ccccc3c2)nn1)NS(=O)(=O)c1cccc(OC(F)F)c1 | -7.1% | u | 10.2% | -7.1% | -15.6% | 1.1% | 3.0% | 18.1%
O=C(NCCCN1CCOCC1)/C(=C/c1cccnc1)NC(=O)c1ccccc1 | -17.0% | 13.3% | -4.8% | 1.2% | 5.5% | 16.3% | 0.2% | -17.4%[9.22 µM]
Cc1ccc(C)c(OCc2n[nH]c(=S)o2)c1 | -57.7%[inhibitor] | 1.2% | -3.1% | -0.2% | 5.2% | 11.4% | 11.2% | 10.7%
COc1ccc(CNC(=O)c2ccc3c(=O)n(-c4ccccc4)c(=O)[nH]c3c2)cc1 | -15.9% | 8.8% | 2.2% | 3.4% | -8.6% | 2.6% | 4.2% | 8.5%
Cc1ccc(C(C)C)c(OCC(=O)NC2CCN(C)CC2)c1 | u | 5.7% | -0.1% | -2.4% | 0.0% | -6.1% | 3.4% | 10.7%
COc1ccc(CC(=O)Nc2cc(C)c3c(=O)oc4ccccc4c3n2)cc1 | -20.4% | 9.6% | 1.6% | 0.0% | -0.3% | -29.1% | 10.1% | 0.0%
O=C(NCCO)C1(c2ccc(Cl)cc2)CCCC1 | i | 10.1%[57.1 µM] | -1.6% | -10.5% | 2.2% | 15.6% | -18.1% | 1.4%
Brc1ccc2c(c1)[C@H]1OCC[C@H]1[C@@H](c1cccs1)N2 | -22.8% | -14.1% | 1.3% | 6.2% | 1.2% | -4.9% | 3.2% | 26.0%
Cc1nc2ncnn2c(N2CCN(S(=O)(=O)c3ccc(Br)cc3)CC2)c1C | -26.5% | 0.4% | 2.3% | 12.2% | -12.0% | -7.3% | 5.6% | -2.4%[9.22 µM]
CC(=O)Nc1cc(-c2cccc(C(=O)N(C)C)c2)cn2c(-c3ccccc3)cnc12 | i | -6.2% | 1.1% | -1.1% | -17.3% | 9.4% | 0.3% | 27.1%
O=C(O)c1ccc(N/N=C/c2ccc3nccnc3c2)cc1 | -30.1%[inhibitor] | -14.5% | -14.3% | 7.3% | 2.2% | -2.6% | 8.8% | -5.3%
CCN(CCCNC(=O)C1CCCN(S(=O)(=O)c2cnc[nH]2)C1)c1ccccc1 (centres undefined) | i | 11.5% | -1.3%&1.7% | 1.2% | -8.1% | -13.2% | 5.0% | 19.0%
Cc1ccccc1OCC(=O)Nc1ccncc1 | -39.0% | -0.2% | 0.2% | 2.2% | -0.3% | 7.9% | 5.2% | 23.2%
COC(=O)c1ccc(OC)c(NS(=O)(=O)c2ccc(-n3cnnn3)cc2)c1 | -22.0% | 13.6% | 2.2% | 5.4% | -1.3% | -4.4% | 10.4% | -4.4%
O=C(O)CCC(=O)Nc1ccc(NC(=O)c2ccc(Cl)cc2Cl)c(Cl)c1 | -20.0% | 3.3% | -2.4% | 5.2% | u | 8.5% | 19.8% | -12.5%
O=C(NN=C1CCCC1)c1n[nH]c2c1CCCC2 | i | 9.3% | -1.7% | -1.5% | 2.3% | 1.8% | 7.9% | 10.1%
CC(C)c1ccc2[nH]c3nc(SCC(=O)NC4CC4)nnc3c2c1 | i | 33.5%[activator] | -0.4% | -3.9% | -8.0% | u | 6.4% | -19.1%
Cc1ccc(NC(=O)COn2nnc3ccc(S(=O)(=O)N(C)C)cc32)cc1F | -14.2% | -1.4% | 4.1% | -3.8% | -8.0% | -1.5% | 15.3% | 19.3%
Cc1nn(-c2ccccc2)c(C)c1C(=O)OCc1ccc(C#N)cc1 | -40.7%[inhibitor] | -1.5% | 11.6% | 12.9% | u | 11.6% | 21.5% | 28.7%
CC1CCCC(NC(=O)NC(=O)CCl)C1C (centres undefined) | -94.0%[inhibitor] | -4.6% | -1.3% | 3.2% | -13.6% | -12.4% | 6.8% | u
CCN(CC)CCC12CC(C)OC1=Nc1ccccc1NC2=O (centres undefined) | -1.2% | 0.8% | -2.9% | -18.9% | -1.2% | -6.7% | 8.7% | 12.7%
Cc1ccc(C(=O)NS(=O)(=O)c2ccccc2)cc1 | i | -20.3% | 0.6% | 0.4% | 1.9% | 14.9% | 1.0% | 5.4%
COc1cc(OC)cc(-c2nc3ccccc3c(=O)n2OC(=O)c2ccc(C)c(C)c2)c1 | i | -9.7% | 7.7% | 4.6% | u | 10.7% | 7.3% | -41.6%[inhibitor]
CN(CCc1ccccn1)C(=S)NC(=O)c1ccco1 | i | 9.0% | 2.5% | -1.4% | -3.2% | -15.2% | 4.1% | 0.0%
